# Screening data (PubChem)
# NTR1 ag – NTR1-driven beta-arrestin-GFP spot formation – imaging, U2OS cells, high content, primary screen (AID 493036). 0.17% of 330,000 active. activation, % at 20 µM. agonist mode;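 active = activation at or above 40% of the spot to cytoplasm intensity ratio, with at least 20 cells analyzed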;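 note: 0% = DMSO without peptide and 100% = 100 nM NTR1 peptide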
# Target sequence (P30989 whole entry, looked up): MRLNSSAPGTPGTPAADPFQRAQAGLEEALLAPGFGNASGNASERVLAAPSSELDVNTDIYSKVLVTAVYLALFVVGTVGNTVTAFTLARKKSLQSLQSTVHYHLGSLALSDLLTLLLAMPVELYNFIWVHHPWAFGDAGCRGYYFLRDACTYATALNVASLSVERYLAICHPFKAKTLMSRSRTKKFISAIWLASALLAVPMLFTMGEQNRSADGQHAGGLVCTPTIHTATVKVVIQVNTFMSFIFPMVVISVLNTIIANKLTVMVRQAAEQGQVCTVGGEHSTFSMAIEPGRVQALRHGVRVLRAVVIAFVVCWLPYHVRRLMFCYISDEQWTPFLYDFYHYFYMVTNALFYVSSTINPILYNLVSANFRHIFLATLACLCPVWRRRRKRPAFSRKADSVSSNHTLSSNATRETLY
# HIV peptide binding – cell-free HIV fusion peptide-binding blockers – biochemical, uHTS, fluorescence dequenching, primary screen (AID 1986). cell-free peptide binding, fluorescence dequenching, 30 min; higher % means a stronger effect. inhibition, % at 20 µM, or IC50 in µM where a hit was titrated. 0.3% of 290,000 active; in the data active = inhibition mostly above about 52%, no sharp cut-off; inactive = mostly below about 76%; note: some results filed as inactive read as strong as hits
# MgcRacGAP inhibition – MgcRacGAP GTPase-activating activity inhibitors, confirmation, biochemical, ADP Hunter fluorescence | MgcRacGAP-stimulated Rac1 GTP hydrolysis, ADP Hunter fluorescence; higher % means a stronger effect; GST-tagged Rac1 F28L mutant substrate | inhibition, % at 30 µM, or IC50 in µM where a hit was titrated | 0.6% of 340,000 active | AID 624330;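 active = first-screen hits whose inhibition reached a set limit at any dose in the follow-up dose series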;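 note: fluorescence reports GDP produced by GAP-driven GTP hydrolysis; strong numbers were not always called active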
# GPR35 arrestin U2OS – GPR35 antagonists blocking zaprinast-driven arrestin recruitment, primary screen, imaging, U2OS, beta-arrestin-GFP, zaprinast agonist (AID 2058). 0.052% of 290,000 active. inhibition, % at 10 µM; hits with a dose series show IC50 in µM. U2OS GPR35 beta-arrestin-GFP translocation imaging, zaprinast antagonism; higher % means a stronger effect;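 active = inhibition of at least 50% with at least 30 cells and total cytoplasm GFP at most 10,000,000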
# Myeloid diff MLP – promotes myeloid progenitor differentiation; ER-HoxA9 myeloid progenitors, lysozyme-GFP differentiation, flow cytometry; calls only at 10 µM; 1% of 360,000 active; AID 624256;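 active = normalized GFP-positive differentiation at or above the plate's own cutoff, the solvent-only control mean plus 3 SD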;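 note: cells exposed to compound for four days before flow analysis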
# LYP inhibition – inhibitors of LYP phosphatase, biochemical, fluorescence intensity, uHTS (AID 1779). recombinant LYP phosphatase, fluorescence intensity; higher % means a stronger effect. inhibition, % at 11.5 µM, or IC50 in µM where a hit was titrated. 0.054% of 290,000 active; in the data active = inhibition above about 50%;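 note: plate controls were vehicle with enzyme for no effect and no enzyme for full effect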
# Salmonella PhoP GFP – inhibitors of PhoP regulon expression, primary screen, Salmonella Typhimurium, GFP reporter (AID 1863) | one-dose inhibition, % at 50 µM; IC50 in µM for titrated hits | S. Typhimurium PhoP-regulated promoter GFP reporter, 4 h; higher % means a stronger effect | 0.16% of 300,000 active;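 active = inhibition over 29.93%, a cutoff 3 SD above the screen mean, later confirmed by dose response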;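 note: 0% = low Mg2+ inducing control and 100% = high Mg2+ repressing control; strong numbers were not always called active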
# GPR55 antagonists – GPR55 antagonists blocking LPI-driven arrestin recruitment, primary screen, imaging, U2OS, beta-arrestin-GFP, LPI agonist (AID 2013). 0.13% of 290,000 active. inhibition, % at 10 µM; hits with a dose series show IC50 in µM. U2OS GPR55 beta-arrestin-GFP translocation imaging, LPI antagonism; higher % means a stronger effect;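 active = spots per cell inhibited over 60%, with over 100 cells counted and total cytoplasm intensity under 500,000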;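 note: U2OS cells stably carrying GPR55 and arrestin-GFP stimulated by 5 µM LPI near EC80; imaged beta-arrestin-GFP aggregate spots per cell after agonist stimulation; plate controls were LPI-stimulated DMSO wells for no effect and DMSO wells without LPI for full effect; some results filed as inactive read as strong as hits; confirmed hits need IC50 under 10 µM and bright autofluorescent wells are also inconclusive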
# Siah-1 displacement – Siah-1 peptide-binding antagonists, primary screen, biochemical, fluorescence polarization, rhodamine-plectin, uHTS (AID 1817); 0.02% of 290,000 active; Siah-1 / rhodamine-plectin peptide fluorescence polarization; higher % means a stronger effect; displacement, % at 20 µM, or IC50 in µM where a hit was titrated;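 active = displacement of at least 50% at 20 µM, with a fluorescence ratio check between 0.3 and a set limit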;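 note: plate controls were Siah plus tracer with DMSO for no effect and tracer alone without Siah for full effect; strong numbers were not always called active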
# NTR1 ag cell count 20 µM – recorded beside NTR1 ag, whose call it bears; cell count; measured here: cell count, cytotoxicity flag
# Myeloid diff MLP GFP+ MAC1+ % – recorded beside Myeloid diff MLP, whose call it bears; GFP+ MAC1+ double positive, %; measured here: differentiation confirmed by MAC1 staining
# * hit, by the source's call; i = inactive; x = not tested or not shown. No enrichment for hits. Share with any hit: about 2.4%.
SMILES,NTR1 ag,NTR1 ag cell count 20 µM,HIV peptide binding,MgcRacGAP inhibition,GPR35 arrestin U2OS,Myeloid diff MLP,Myeloid diff MLP GFP+ MAC1+ %,LYP inhibition,Salmonella PhoP GFP,GPR55 antagonists,Siah-1 displacement
Cc1ccc(S(=O)(=O)N(C)CC(=O)N2CCCC2)cc1,0.5,53,2.1%,0.1%,-3.3%,i,0.8,-12.9%,6.6%,-7.3%,-0.2%
CCCCCCCOc1ccc(C2CC(=O)N(C)C2=O)cc1 (configuration not stated),2.3,64,-0.9%,1.0%,4.6%,i,0.2,-3.9%,5.0%,-2.4%,-3.8%
O=c1c2cc(NC(=S)NCCN3CCCCCC3)ccc2nc2n1CCCCC2,-0.5,53,-0.9%,2.8%,-1.7%,i,0.7,-2.7%,-2.1%,9.3%,-2.7%
CN1CCN(C(=O)/C(=C/c2ccc([N+](=O)[O-])cc2)NC(=O)c2ccccc2)CC1,0.0,51,-1.2%,9.8%,-12.2%,i,1.0,-0.6%,3.0%,-0.3%,13.1%
CN(C1CCCC1)C1CCN(C(=O)CNC(=O)/C=C/c2ccc(F)cc2)CC1,-0.2,65,-1.5%,8.2%,-7.8%,i,0.6,-7.3%,0.0%,-5.4%,0.1%
CCC(C)n1c(S(=O)(=O)O)nc2ccccc21 (configuration not stated),-0.4,78,-0.8%,5.6%,11.1%,i,1.8,-3.2%,-9.5%,7.3%,5.3%
COc1ccc(Cc2nnc(SCC(=O)Nc3ccc(N4CCOCC4)cc3)n2C)cc1,0.7,51,0.7%,6.1%,0.3%,i,2.1,-4.5%,-2.7%,5.5%,-2.9%
CCc1ccc(N(CC(=O)NC2CC2)S(=O)(=O)c2ccc(C)cc2)cc1,1.0,74,1.8%,1.8%,-1.1%,i,10.3,-3.7%,-5.9%,15.0%,1.7%
COc1cccc(OC)c1C(=O)Nc1ccc(N2CCCCC2)cc1,-1.2,52,-1.9%,9.7%,11.7%,i,2.3,-0.3%,1.2%,-7.1%,2.1%
COc1ccc(N2CCN(C(=S)Nc3cc(C)ccc3C)CC2)cc1,0.6,55,-1.2%,7.1%,2.1%,i,1.2,-1.4%,-2.6%,31.9%,0.6%
CCOc1ccccc1C(=O)Nc1cccc(-c2nnc(-c3ccccc3)o2)c1,14.6,76,0.1%,10.1%,-11.0%,i,0.0,0.9%,-18.7%,-2.4%,15.3%
CCN(C(=O)c1ccc(Br)cc1)c1ccccc1,-0.4,58,-0.1%,7.2%,8.0%,i,0.6,-0.6%,-2.8%,-10.0%,-1.9%
CCOC(=O)c1ccc2ncc(C(=O)OCC)c(NCCN3CCOCC3)c2c1,2.2,85,2.0%,12.2%,12.8%,i,0.5,-0.5%,1.9%,1.9%,3.0%
Cc1ccc(S(=O)(=O)N2CCCC2CNC(=O)C(=O)NCc2ccccn2)cc1 (configuration not stated),0.2,44,x,3.3%,x,i,0.2,x,-5.3%,x,x
CCSc1nnc(NC(=O)c2cc(OC)c(OC)c(OC)c2)s1,2.8,58,1.7%,10.6%,9.5%,i,0.1,-0.9%,4.6%,2.3%,5.2%
CCC(=O)Nc1nonc1-c1nc2ccccc2n1CCC(C)C,8.2,26,-1.1%,7.6%,6.0%,i,0.8,6.4%,-0.3%,4.3%,1.1%
CC(C)OC(=O)CSc1nnc(-c2cnccn2)n1-c1ccccc1,0.3,42,0.8%,11.9%,-5.7%,i,0.5,-1.6%,-4.8%,-2.6%,3.8%
O=S(=O)(NC1CC1)c1ccc(S(=O)(=O)N2CCCC3(CCCCC3)C2)cc1,2.5,64,2.3%,-1.4%,1.9%,i,0.7,-2.6%,-2.5%,6.1%,4.3%
C=C(C)C(=O)NNc1ccccc1,2.6,60,-0.8%,2.2%,-0.1%,i,0.3,-7.1%,-5.7%,-10.2%,-5.6%
COc1cccc2c1C(=O)O/C2=C/c1ccc2c(c1)OCO2,2.4,36,0.1%,0.7%,6.5%,x,x,-11.1%,-5.1%,6.1%,-4.5%
CC(C)(C)c1cc(CN2CCN(CCO)CC2)cc(C(C)(C)C)c1O,0.0,57,-3.1%,3.4%,9.2%,i,5.4,-3.3%,-10.0%,5.7%,-1.0%
COc1cc([N+](=O)[O-])c(C(=O)N2CCOCC2)c([N+](=O)[O-])c1,2.4,64,2.1%,6.1%,14.4%,i,0.5,0.3%,10.2%,-5.7%,1.5%
CCCCN(C(=O)CNC(=O)c1ccco1)C(C(=O)NC1CCCC1)c1ccc(OC)cc1 (configuration not stated),12.9,82,-0.4%,-1.7%,0.8%,i,0.0,0.0%,-5.9%,7.8%,-2.1%
CCCCn1c(SCc2cc(=O)[nH]c3ccccc23)nc2c1c(=O)n(C)c(=O)n2C,-0.2,70,0.2%,x,5.0%,x,x,1.7%,-6.7%,4.4%,-6.7%
COCCNC(=S)Nc1ccc2nsnc2c1,2.3,82,6.0%,2.5%,4.9%,i,1.0,1.0%,7.1%,1.3%,41.2%
COc1ccccc1NC(C)C(=O)Nc1ccc(C(C)=O)cc1 (configuration not stated),1.6,67,-1.6%,9.2%,4.2%,i,0.5,-6.0%,-3.2%,8.6%,-0.9%
C=C(C)C(=O)N1CC2(CC(c3cccc(NC(=O)/C=C\C)c3)=NO2)C[C@H]1C(N)=O (some centres not stated),-1.8,99,-0.8%,7.2%,-14.1%,i,2.1,-4.6%,-3.4%,13.8%,9.2%
CCCn1c(SCC(=O)NCc2ccco2)nnc1-c1ccncc1,1.8,46,0.3%,5.6%,12.4%,i,0.2,-10.4%,x,2.3%,1.0%
O=c1[nH]c(-c2ccc(Cl)cc2)cs1,0.3,85,4.9%,5.1%,1.2%,i,0.1,-4.1%,-6.2%,6.4%,1.3%
Cc1ccc(C(=O)OCC(=O)Nc2sc3c(c2C#N)CCC3)cc1,2.0,87,33.7%,5.6%,-14.5%,i,6.1,2.2%,-9.1%,3.9%,-2.8%
O=C(NCCOc1ccc(F)cc1)C1CCN(S(=O)(=O)c2ccccc2)CC1,-0.4,51,-0.2%,6.1%,4.3%,i,4.5,-8.4%,7.8%,14.3%,2.9%
Cc1ccc(CNS(=O)(=O)c2c(C)[nH]c(C)c2C(=O)N2CCCCC2)o1,-0.7,73,-1.4%,9.5%,-6.8%,i,3.9,-10.9%,-15.3%,5.5%,4.0%
Cc1ccc(NC(=O)Cc2c(O)c3ccccc3[nH]c2=O)c(C)c1,2.4,57,-0.1%,12.6%,7.3%,i,0.1,-1.8%,-2.8%,7.8%,5.7%
Cc1c(C(=O)NC2CCCCC2C)oc2ccccc12 (configuration not stated),4.8,50,-0.1%,6.9%,-6.0%,i,0.0,-6.0%,-3.4%,0.8%,4.7%
Cc1ccc(S(=O)(=O)N2CCN(Cc3ccccc3)CC2)cc1,0.6,98,2.8%,8.1%,7.2%,i,0.8,-6.2%,-4.4%,-0.8%,0.5%
CN1CCc2c(sc(NC(=O)C3CCCN3S(=O)(=O)c3ccc(Cl)s3)c2C(N)=O)C1 (configuration not stated),0.5,74,x,1.3%,x,i,0.8,x,-7.5%,x,x
CCC(C)(C)NC(=O)C(c1ccncc1)N(Cc1cccs1)C(=O)Cn1nnc2ccccc21 (configuration not stated),0.2,36,-0.6%,8.2%,-10.0%,i,0.7,-11.0%,1.2%,-13.5%,-1.8%
COc1cccc(OC)c1C(=O)N1CCN(Cc2cccnc2)CC1,-0.1,62,0.4%,203µM*,-8.7%,i,0.5,-7.0%,-3.0%,8.4%,14.7%
COc1ccc(NC(=O)c2c(C(F)(F)F)nn(C)c2Cl)cc1,-0.1,24,-0.5%,x,5.9%,i,0.5,-2.1%,-0.4%,-1.2%,1.2%
COc1nc(N(C)C)nc(N(OC)S(=O)(=O)c2ccccc2Cl)n1,0.2,88,-1.6%,4.7%,-5.4%,i,1.2,-3.9%,-3.7%,7.9%,-0.3%
Cc1nccn1-c1ccc(C(F)(F)F)cc1[N+](=O)[O-],1.4,58,0.1%,-1.0%,-2.4%,i,0.3,-8.6%,-7.7%,0.7%,-1.1%
CCN(CC)CCCn1c(C)cc2c(c1=O)C(c1cccc(Cl)c1)C(C#N)=C(N)O2 (configuration not stated),x,x,2.6%,-7.5%,-6.0%,i,0.8,4.8%,-3.8%,9.6%,4.1%
CC(=O)Nc1ccc(SCC(=O)c2c(N)n(Cc3ccccc3)c(=O)n(C)c2=O)cc1,2.4,66,1.1%,5.8%,-1.5%,i,0.5,-7.2%,-9.1%,10.9%,15.5%
CC(C)(C)OC(=O)NN1CC(=O)N2Cc3ccccc3C[C@@H]2C1=O,-0.6,96,-1.2%,6.7%,0.2%,i,0.9,-6.4%,x,3.8%,2.9%
COc1ccccc1-c1cc2nc(C)cc(C)n2n1,0.5,46,0.3%,x,49.1%,i,0.4,-6.5%,14.9%,-4.0%,-1.0%
CCC(C)NC(=O)C1CCN(c2nc(C)cc(C)n2)CC1 (configuration not stated),-1.7,80,-0.8%,0.9%,17.9%,i,2.7,1.1%,6.1%,3.7%,4.2%
Cc1nnc(SC(C)C(=O)Nc2sc3c(c2C#N)CCCC3)[nH]c1=O (configuration not stated),-0.7,54,10.8%,4.1%,-2.5%,i,0.2,-1.2%,7.9%,-1.4%,4.2%
CC(CC(=O)N1CCN(c2ccc(C(F)(F)F)cn2)CC1)n1ccnc1 (configuration not stated),0.6,39,-1.3%,1.2%,3.5%,i,0.1,-1.5%,-0.4%,-7.9%,14.2%
COc1ccc(NC(=S)NCCc2c[nH]c3ccc(OC)cc23)c(OC)c1,0.0,53,-2.4%,7.1%,-7.1%,i,1.6,0.8%,-1.4%,-2.4%,-0.9%
CCOC(=O)c1cc(/C(C)=N/OC(=O)c2ccc(Cl)cc2)on1,-0.2,41,1.4%,x,13.1%,i,0.1,-4.3%,-13.6%,-3.2%,1.0%

# Two compounds drawn at random from the list so far, as already listed:
SMILES,NTR1 ag,NTR1 ag cell count 20 µM,HIV peptide binding,MgcRacGAP inhibition,GPR35 arrestin U2OS,Myeloid diff MLP,Myeloid diff MLP GFP+ MAC1+ %,LYP inhibition,Salmonella PhoP GFP,GPR55 antagonists,Siah-1 displacement
CCOC(=O)c1cc(/C(C)=N/OC(=O)c2ccc(Cl)cc2)on1,-0.2,41,1.4%,x,13.1%,i,0.1,-4.3%,-13.6%,-3.2%,1.0%
COc1ccc(NC(=S)NCCc2c[nH]c3ccc(OC)cc23)c(OC)c1,0.0,53,-2.4%,7.1%,-7.1%,i,1.6,0.8%,-1.4%,-2.4%,-0.9%
